Assay outcomes deposited in PubChem BioAssay by IUPUI and University of Michigan.
ST2 inh – IL1RL1 inhibition; inhibition, % for hits at 17 µM; AlphaLISA ST2-Fc/biotin-IL-33 interaction, 1 h; Q01638; 2.3% of 78,000 active; in the data active = inhibition above about 30%; inconclusive = mostly about 10% to 28%
Target sequence (Q01638 whole entry, looked up): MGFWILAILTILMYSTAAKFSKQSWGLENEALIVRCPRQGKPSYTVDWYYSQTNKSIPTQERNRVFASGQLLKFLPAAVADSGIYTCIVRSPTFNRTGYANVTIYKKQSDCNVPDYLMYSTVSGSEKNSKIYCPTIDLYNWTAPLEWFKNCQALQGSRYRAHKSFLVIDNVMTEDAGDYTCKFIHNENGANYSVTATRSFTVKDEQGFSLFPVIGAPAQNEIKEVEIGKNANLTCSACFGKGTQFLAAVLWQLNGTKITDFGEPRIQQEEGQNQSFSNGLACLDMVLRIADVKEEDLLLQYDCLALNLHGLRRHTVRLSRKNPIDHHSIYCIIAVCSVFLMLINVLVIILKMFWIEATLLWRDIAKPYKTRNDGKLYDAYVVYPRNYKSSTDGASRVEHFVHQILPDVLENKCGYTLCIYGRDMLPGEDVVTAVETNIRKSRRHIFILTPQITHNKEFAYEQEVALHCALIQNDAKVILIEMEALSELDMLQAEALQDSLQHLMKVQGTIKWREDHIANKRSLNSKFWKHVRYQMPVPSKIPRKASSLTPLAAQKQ
* = called active by the depositor; i = inactive; ? = inconclusive. The list is partial; count on the stated rates, not on these rows.

mol	ST2 inh
COc1ccc(CCC(=O)Nc2ccc(Cl)c(N3CCCS3(=O)=O)c2)cc1	i
CC(=O)c1n[nH]nc1NC(=O)c1ccccc1	?
CC(C)Cc1cc(C(=O)N2CCc3c(ncnc3N3CCOCC3)C2)on1	i
O=C(NC1CCCCCCC1)c1ccc2c(c1)N(Cc1ccc(F)cc1)C(=O)CS2=O (centres undefined)	i
Cc1noc([C@@H]2C[C@H](NC(=O)c3ccc(C#N)cc3)CN2C)n1	i
O=C(O)Cc1ccc(O)c(O)c1	i
O=C1Nc2ccc(-c3ccccc3F)cc2C(=O)N2CCN(C(=O)c3ccccc3)C[C@H]12	?
CN(C)c1ccc(C2c3ccccc3C=CN2C(=O)c2ccccc2)cc1 (centres undefined)	?
Cc1ccc(C(=O)N[C@H]2CO[C@H]3[C@@H]2OC[C@@H]3Nc2nccc(-c3cccs3)n2)cc1	i
COc1ccccc1OC(C)C(=O)Nc1ccccc1 (centres undefined)	i
O=S(=O)(NC[C@H]1O[C@@H](CO)[C@@H](O)[C@H]1N1CCCC1)c1cccs1	?
Cc1ccc(-c2ccc(C=O)o2)cc1[N+](=O)[O-]	?
CC(C)CCNC(=O)C1CCN(S(C)(=O)=O)CC1	i
O=C1CCC(C(=O)N2CCC(C(=O)N3CCCC3)CC2)CN1CC1CCCCC1 (centres undefined)	i
CCN(CC)S(=O)(=O)c1ccc2c3c(cccc13)C(=O)N2	i
COc1ccc(N(CN2C(=O)c3ccccc3C2=O)C(C)=O)cc1	i
Cc1oc2c(C)c(OC(=O)N3CCOCC3)ccc2c(=O)c1-c1nc2ccccc2s1	i
COc1ccc(/C=C(/NC(=O)c2ccco2)C(=O)Nc2ccc(OC)cc2)cc1	i
N#Cc1c(N)n(-c2ccccc2)c2nc3ccccc3nc12	?
Cc1nn(Cc2ccc(Cl)cc2)c(C)c1NC(=O)c1noc2c1CCCCC2	i
CCNc1nc(-c2nnc(-c3cccc(C)c3)o2)nc2ccccc12	?
Cc1ccc(-n2nnnc2SCC(=O)Nc2ccc3c(c2)COC3=O)cc1C	?
COc1ccc(C(=O)Nc2cccc(OCc3cc(=O)n4ccc(C)cc4n3)c2)cc1	i
CC(=O)NC(NC(C)=O)c1ccc(Br)cc1	i
CCOC(=O)C1=C(N)OC2=C(C(=O)CC(C)(C)C2)C1c1cc(OC)c(OC)c(OC)c1 (centres undefined)	?
CC(=O)c1ccc(N=Cc2cc(Cl)cc(Cl)c2O)cc1	i
O[C@H]1C[C@@H]2CN(Cc3cccc(OCc4ccccn4)c3)C[C@@H]2C[C@@H]1O	?
N#Cc1ccc(C(=O)Nc2ccc3n(c2=O)C[C@H]2C[C@@H]3CN(C(=O)c3cccnc3)C2)cc1	i
CCOC(=O)C1CCN(C(=O)CNS(=O)(=O)c2cccs2)CC1	?
COC(=O)CSC1=C(C#N)C(c2cc(OC)ccc2OC)CC(=O)N1 (centres undefined)	i
Cc1ccccc1Cn1c(NC(C)CCO)nc2c1c(=O)n(C)c(=O)n2C (centres undefined)	i
O=C(O)c1ccc(NC2=CC(=NS(=O)(=O)c3ccc(Cl)cc3)c3ccccc3C2=O)cc1	48%*
CC(=O)OCC1=CCCC2[C@@]1(C)CC[C@@H](C)[C@]2(C)CCC(C)CC(=O)O (some centres undefined)	?
CC(C)NC(=O)C(=O)N1CCn2nc(C(=O)N3CCN(C)CC3)cc2C1	i
CC1CCC2(OC1)OC1CC3C4CCC5C[C@@H](O[C@@H]6O[C@H](CO[C@@H]7OC[C@@H](O)[C@H](O)[C@H]7O)[C@H](O)[C@H](O)[C@H]6O)CC[C@]5(C)C4CC[C@]3(C)C1C2C (some centres undefined)	i
COc1ccc(CNC(=O)C2CCC(Cn3c(=O)[nH]c4ccsc4c3=O)CC2)cc1 (centres undefined)	i
CC(C)(C)C(=O)NCCc1nc2ccccc2[nH]1	i
COc1ccc(C(=O)N2CCC(C(=O)Nc3cccc(SC)c3)CC2)cc1	?
CN1CCCc2c1[nH]c1ccccc1c2=O	i
O=C(NCc1ccc(F)cc1Cl)C1CC(=O)N(C2CCCCCCC2)C1 (centres undefined)	i
CN1CCC(CN2CCC(CNC(=O)C3CCCCC3)C2)CC1 (centres undefined)	i
Cc1cc(Br)ccc1OCC(N)=O	i
Cc1ccc(CNC(=O)c2cc(-c3ccc(Cl)s3)nc3ccccc23)o1	i
COc1ccc(/C=C2\CC(c3ccccc3)=CC2=O)cc1	52%*
CCOC(=O)c1c(NC(=O)CSc2cn(C)c3ccccc23)sc2c1CCCCC2	i
CCc1nc(C)c(C(=O)NC(C)C(=O)Nc2ccc(F)cc2C)o1 (centres undefined)	?
O=C(Nc1ccc(F)cc1)c1cccc(Br)c1	i
CC(c1ccncn1)N(C)Cc1cn(C)nc1-c1ccc(C2CCCCC2)cc1 (centres undefined)	i
CC(C)CN(C/C=C/c1ccccc1)C(=O)CC1CCOCC1	?
COc1ccccc1CCN1CCC(CN(C)C(=O)CN2CCCC2=O)CC1	i
Cc1cc2oc(=O)cc(C)c2cc1NC(=O)c1cccc(Br)c1	i
C=CCn1cc2c3c(cccc31)[C@H](CC(C)C)N[C@H](C(=O)N1CCOCC1)C2	?
O=C1NOC(c2ccc(O)cc2)(c2ccc(O)cc2)c2ccccc21	?
COc1ccc(C(O)=C2C(=O)C(=O)N(CCN3CCNCC3)C2c2ccccc2F)cc1 (centres undefined)	?
CCN(CC)c1ccc(C2N(C(=O)c3ccccc3)CCN2C(=O)c2ccccc2)cc1	?
CO[C@H]1CN(c2nnnn2-c2ccc(-c3ccccc3)cc2)CC[C@H]1N	i
CC1CC(C)CN(S(=O)(=O)c2ccc(C(=O)Nc3nnc(-c4ccc(F)cc4)o3)cc2)C1 (centres undefined)	i
CC1=C(C(=O)OC2CCCC2)C(c2cccc3ccccc23)NC(=O)N1 (centres undefined)	i
COC(=O)C(C)Oc1ccc2oc(C)c(C(=O)OC(C)C)c2c1 (centres undefined)	i
CCCCn1c(C(C)NC(C)=O)nc2ccccc21 (centres undefined)	?

A draw from above in order of count of non-hydrogen atoms, lowest first.
mol	ST2 inh
Cc1cc(Br)ccc1OCC(N)=O	i
CN1CCCc2c1[nH]c1ccccc1c2=O	i
O=C(Nc1ccc(F)cc1)c1cccc(Br)c1	i
CC(C)(C)C(=O)NCCc1nc2ccccc2[nH]1	i
CCCCn1c(C(C)NC(C)=O)nc2ccccc21 (centres undefined)	?
COc1ccc(/C=C2\CC(c3ccccc3)=CC2=O)cc1	52%*
Cc1cc2oc(=O)cc(C)c2cc1NC(=O)c1cccc(Br)c1	i
CCc1nc(C)c(C(=O)NC(C)C(=O)Nc2ccc(F)cc2C)o1 (centres undefined)	?
O=C1NOC(c2ccc(O)cc2)(c2ccc(O)cc2)c2ccccc21	?
CC1=C(C(=O)OC2CCCC2)C(c2cccc3ccccc23)NC(=O)N1 (centres undefined)	i
COc1ccc(C(=O)N2CCC(C(=O)Nc3cccc(SC)c3)CC2)cc1	?
C=CCn1cc2c3c(cccc31)[C@H](CC(C)C)N[C@H](C(=O)N1CCOCC1)C2	?
CC(c1ccncn1)N(C)Cc1cn(C)nc1-c1ccc(C2CCCCC2)cc1 (centres undefined)	i
CCOC(=O)c1c(NC(=O)CSc2cn(C)c3ccccc23)sc2c1CCCCC2	i
CCN(CC)c1ccc(C2N(C(=O)c3ccccc3)CCN2C(=O)c2ccccc2)cc1	?
CC1CCC2(OC1)OC1CC3C4CCC5C[C@@H](O[C@@H]6O[C@H](CO[C@@H]7OC[C@@H](O)[C@H](O)[C@H]7O)[C@H](O)[C@H](O)[C@H]6O)CC[C@]5(C)C4CC[C@]3(C)C1C2C (some centres undefined)	i

The list continues:
mol	ST2 inh
CC(C)C(NS(=O)(=O)c1cccc2nsnc12)C(=O)N1CCCCC1 (centres undefined)	i
CSc1nnc2c(n1)OC(c1ccc(O)c(Cl)c1)Nc1ccccc1-2 (centres undefined)	i
NC(=O)c1c(NC(=O)Cc2ccc(Cl)cc2)sc2c1CCC2	i
CN1CCN(C(=O)CC[C@@H]2CNC(=O)[C@@H]3C[C@H](NC(=O)Nc4cccc(Cl)c4)CN23)CC1	i
NC(=O)CC1NC(=O)c2ccccc21 (centres undefined)	i
COc1ccc(C(Nc2ccccn2)c2ccc3cccnc3c2O)cc1OC (centres undefined)	?
COc1cc(C)c2c(c1C)C[C@H]([C@H](C)C(=O)NC(C)(C)C)CC2	i
Cc1cccc(OCC(=O)N2CCn3nc(C(=O)N4CCN(C)CC4)cc3C2)c1	i
CCOc1cccc2cc(C(N)=O)c(=Nc3sc4c(c3C#N)CCCC4)oc12	i
COc1ccc(S(=O)(=O)NCc2nc3cccnc3n2Cc2ccc(C)cc2)cc1	i
COc1ccc(CNc2ccccc2C(=O)O)cc1	i
O=C(CCOc1ccccc1)N1CC(c2ccncc2)C1	i
Cc1ccc(NC(=O)C2CCN(c3ccc(-c4cccs4)nn3)CC2)cc1F	i
CCOc1ccc(NC(=O)c2ccc(Cl)cc2)cc1	i
CC(=O)c1ccc(OCCOc2ccc([N+](=O)[O-])cc2)cc1	?
CCC1CCCCN1CCCNC(=O)c1c[nH]n2c(=O)c(Cc3ccccc3F)c(C)nc12 (centres undefined)	i
c1ccc(-c2ccccc2OCCN2CCCC2)cc1	i
CCC(C)NS(=O)(=O)c1ccc(Cl)s1 (centres undefined)	i
O=C(c1cccn2c(=O)c3sccc3nc12)N1CCN(c2ccccc2)CC1	i
O=C(NCc1nc(C2CCCCC2)no1)c1cccc(-n2cnnc2)c1	i
Cc1cc(C(=C(Cl)Cl)c2cc(C)c(O)c([N+](=O)[O-])c2)cc([N+](=O)[O-])c1O	?
COc1ccc(-n2c(=O)[nH]cc(C(=O)Nc3ccc(OC)cc3OC)c2=O)cc1	i
CCc1cc(CN(C)CCn2c(=O)oc3ccccc32)on1	i
CC(C)(C)S(=O)(=O)c1ccc(S(=O)(=O)C(C)(C)C)s1	i
C=CCn1c(C(C)NC(=O)c2cc(OC)c(OC)c(OC)c2)nc2ccccc21 (centres undefined)	?
Cc1cc(NC(=O)CSc2cn(Cc3ccccc3C)c3ccccc23)no1	i
CCOc1ccc(C2CC(c3ccc(Cl)cc3)n3nc(N)nc3N2)cc1 (centres undefined)	i
O=C(CSc1nc2ccccc2s1)Nc1ccccn1	i
CCN1CCN(C(=O)CCC2CCN(C(=O)C3=CCCCC3)CC2)CC1	?
O=C(NC1CCCCC1)O[C@@H]1CO[C@H]2[C@@H]1OC[C@@H]2Nc1nccc(-c2ccc(-c3ccccc3)cc2)n1	i

(cont.)
| SMILES | ST2 inh |
| --- | --- |
| CCOC(=O)Cn1c(CN2CCN(c3ccc(OC)cc3)CC2)nc2c1c(=O)[nH]c(=O)n2C | i |
| CCCn1cc(S(=O)(=O)CC(=O)Nc2ccc(Br)cc2)c2ccccc21 | i |
| COC(=O)c1ccccc1NS(=O)(=O)c1cc(Br)cc2c1N(C(=O)C1CC1)CC2 | i |
| COc1ccccc1N=c1oc2ccccc2cc1C(=O)Nc1ccccc1 | 41%* |
| CC(C)CN(Cc1ccsc1)C(=O)c1cccnc1N1CCOCC1 | ? |
| N#CCn1cnc2c(cnn2-c2ccccc2)c1=O | i |
| Cc1ccc(C)c(NC(=O)CSC2=NN3CCCC(=O)N=C3S2)c1 | i |
| COC(=O)C1C(=O)C2=C(CC1C)NC(C)=C(C(=O)OC(C)C)C2c1ccccc1C (centres undefined) | i |
| COc1ccc(COC(=O)C2=C(C)NC(=O)NC2c2cccc(Oc3ccccc3)c2)cc1 (centres undefined) | i |
| COc1cccc(C)c1C(=O)N1CCN2CCNC(=O)C2C1 (centres undefined) | i |
| CC(C)c1ccc(-c2nc(N3CCOCC3)[nH]c(=O)c2C#N)cc1 | i |
| CCCc1ccc(S(=O)(=O)N2CCN(c3cc(-c4ccc(C)cc4)ncn3)CC2)cc1 | i |
| CN(C)c1ncc(CN2CCN(Cc3ccc(F)c(F)c3)C(CCO)C2)s1 (centres undefined) | i |
| Cc1ccc(C2=N/C(=C\c3c(F)cccc3Cl)C(=O)O2)cc1[N+](=O)[O-] | i |
| Cc1ccc(NC(=O)/C=N\OC(=O)Nc2ccc(Cl)cc2)cc1 | i |
| COC(=O)[C@@H]1C[C@@H](NC(=O)CCC(=O)N2CCCCCC2)CN1C | i |
| Cc1ccsc1CN(C)C(=O)c1ccc(-c2ncn[nH]2)cc1 | ? |
| C=C(C)CSC1=C(C#N)C(C)(C)C(C#N)C(=O)N1 (centres undefined) | i |
| CC1CCCC(NC(=O)C2c3ccccc3C(=O)N2C2CCCCCC2)C1C (centres undefined) | i |
| O=C(OCc1cnc(-c2ccccc2)o1)c1ccco1 | i |
| Cc1cccc2ncc(C(=O)N(Cc3ccccc3)CC(C)CO)c(=O)n12 (centres undefined) | i |
| Cc1n[nH]c(C)c1CCCN(C)C(=O)c1ncc[nH]1 | i |
| Cc1ccc(S(=O)(=O)Nc2ccc(N3CCOCC3)cc2)cc1 | ? |
| Oc1ccc(C2CNCc3sccc32)cc1O (centres undefined) | i |
| O=C(c1cc2ccccc2oc1=O)N1CCc2c([nH]c3ccccc23)C1c1ccccn1 (centres undefined) | i |
| COc1cccc(NC(=O)CCC2CCN(C(=O)c3cnn(C(C)C)c3)CC2)c1 | i |
| CCn1c(C(=O)O)c(CC(=O)N2CCN(c3ccccc3)CC2)c2ccccc21 | i |
| Cc1c(C(=O)NC2CCCC2)oc2ccc(S(=O)(=O)N3CCCC(C)C3)cc12 (centres undefined) | i |
| COc1ccc(Cc2noc(-c3ccccc3C)n2)cc1 | i |
| Cc1ccc(S(=O)(=O)n2nc(C#N)c(C#N)c2N)cc1 | i |
| CC(C)(C)NC(=O)CSc1nnnn1-c1ccc(C(=O)O)cc1 | i |
| COCC1(C(=O)NCc2cccnc2Oc2ccc(F)c(F)c2)CC1 | i |
| CNC(=O)C(=O)Nc1ccc(OC)c(OC)c1 | i |
| CCn1ccnc1CN(C)Cc1cn(-c2ccc(F)cc2F)nc1-c1ccccc1C | ? |
| CC1=C(C(=O)Nc2ccc(C)cc2C)C(c2ccccc2Cl)n2ncnc2N1 (centres undefined) | i |
| CC(=O)c1ccc(NC(=O)CCCn2nc([N+](=O)[O-])cc2C)cc1 | i |
| COc1ccccc1NC(=O)c1cccc([N+](=O)[O-])c1 | i |
| CCSc1oc(-c2ccco2)nc1S(=O)(=O)c1ccc(Cl)cc1 | i |
| CN1C(=O)C(=O)c2cc(Br)ccc21 | ? |
